Shiga inhibitor: Shiga toxin inhibition | Vero cells, Shiga toxin protein synthesis inhibition reporter | inhibition, % at 38.7 µM | 290,000 tested, 9.2% active | AID 2315; in the data active means inhibition mostly above about 28%, no sharp cut-off; inactive means mostly below about 43%; further: 0% is about no effect
Pf growth 48h: P. falciparum growth inhibition at 48 hours (one generation). P. falciparum luciferase growth in erythrocytes, 48 h. Potency, µM (doses to about 28.7 µM), inactives show at the top dose activity change, negative = inhibition, hits mostly inhibitors. 310,000 tested, 5.9% active; further: potency means the concentration at half of the fitted maximal effect; on the % scale 0 is the no-effect control and ±100 the full control effect
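Erythrocytes infected with P. falciparum carrying an integrated firefly luciferase reporter (2% hematocrit, 0.1% parasitemia final) were exposed to compounds in RPMI 1640 with 0.5% Albumax at 37 C, 5% CO2. Growth inhibition was scored as reduced luminescence.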
Giardia FBPA inh: Giardia lamblia aldolase inhibition | Potency, µM (series often up to 59.6 µM), for the others: at the highest dose activity, negative = inhibition, actives largely listed as inhibitors | AID 2451 | A8B2U2 | 290,000 tested, 0.71% active | purified Giardia FBPA; further: potency means the concentration at half of the fitted maximal effect; on the % scale 0 is the no-effect control and ±100 the full control effect; nearly all actives have a fitted effect of over 55% in size
Target sequence (A8B2U2 whole entry, looked up): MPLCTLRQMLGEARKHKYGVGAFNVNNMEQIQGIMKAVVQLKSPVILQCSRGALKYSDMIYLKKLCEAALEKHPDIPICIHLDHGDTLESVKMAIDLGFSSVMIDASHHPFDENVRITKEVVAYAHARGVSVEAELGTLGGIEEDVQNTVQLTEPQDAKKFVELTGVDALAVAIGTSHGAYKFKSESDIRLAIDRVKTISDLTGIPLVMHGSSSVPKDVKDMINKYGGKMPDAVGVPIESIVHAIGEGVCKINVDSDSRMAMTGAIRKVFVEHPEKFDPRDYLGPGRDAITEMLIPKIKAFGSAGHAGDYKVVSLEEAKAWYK
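Giardia FBPA (40 nM reagent) was preincubated 10 min at RT with compound (up to 57.5 uM final), then substrate plus GAPDH/TPI/NAD/arsenate coupling system with diaphorase/resazurin was added; resorufin fluorescence (525/598 nm) was read after 20 min.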
CHX counter: affects cycloheximide protein synthesis inhibition readout, counter-screen; cell reporter, cycloheximide protein synthesis inhibition counterscreen; 300,000 tested, 12% active; max response, %; AID 2314; in the data active means max response mostly above about 13%, no sharp cut-off; inactive means mostly below about 14%; further: read at 38.3 µM for the half of the compounds with a filed dose; 0% is about no effect
HCV inh: blocks hepatitis C virus; Huh7.5.1 HCVcc-Cre infection, luciferase reporter, 44 h; Potency, µM (titrated, usually from 41.8 µM), for the others: top-dose activity change, negative = inhibition, actives largely listed as inhibitors; 340,000 tested, 3.4% active; further: potency means the concentration at half of the fitted maximal effect; on the % scale 0 is the no-effect control and ±100 the full control effect
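Infectious HCV cell culture screen: compound-treated cells (1,000/well, pre-plated 4 h) are infected with HCVcc-Cre at roughly 0.5 moi and grown 44 h. Infection is quantified by luciferase signal after 15 min substrate incubation at room temperature.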
Pf growth 96h: P. falciparum growth inhibition at 96 hours | P. falciparum luciferase reporter growth, 96 h | Potency, µM (top dose mostly 28.7 µM), for inactives: at the highest dose activity change, negative = inhibition, hits mostly inhibitors | 320,000 tested, 6.9% active | AID 504834; further: potency means the concentration at half of the fitted maximal effect; on the % scale 0 is the no-effect control and ±100 the full control effect
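Cell-based qHTS: luciferase-tagged P. falciparum in erythrocytes (2% hematocrit, 0.05% parasitemia final) incubated with compounds for 96 hours, 37 C, 5% CO2; luciferase detection reagent then added and luminescence measured.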
Active calls of the source: *; ? = inconclusive; . = not tested or not shown; & = joins results of further samples; [ ] = another dose, or the depositor's remark. Unless noted, the call rests on the fitted dose curve; in most records, active means well fitted curve in the direction sought with a large enough effect; inconclusive means small, poorly fitted or top-dose-only effect, or another doubt; inactive means no such curve, though single readings can be large; an effect the other way counts as inactive or inconclusive.

SMILES | Shiga inhibitor | Pf growth 48h | Giardia FBPA inh | CHX counter | HCV inh | Pf growth 96h
O=C(Oc1cccc(N2C(=O)C3C4c5ccccc5C(c5ccccc54)C3C2=O)c1)c1ccco1 (stereo not drawn) | -8 | ? | 0% | -4 | -12% | ?
COc1ccccc1C(=O)N/C(=C\c1cn(C)c2ccccc12)C(=O)N1CCCC1 | -3 | ? | -23% | -1 | 6% | ?
COC(=O)c1ccc(OC(=O)c2cccs2)cc1 | -3 | 5% | 3% | 12 | 9% | ?
O=C(NCCCN1CCCC1)[C@H](CSCc1ccccc1)N1Cc2ccccc2C1=O | -26 | ? | 18µM* | -3 | -21% | ?
CC(C)(C)NC(=O)C1Cc2ccccc2CN1C(=O)Nc1cccc(Cl)c1 (stereo not drawn) | -13 | -3% | 1% | 11 | -9% | -18%
Cc1ccc(C(=O)OCC(=O)Nc2cc(C(C)(C)C)no2)c(C)c1 | . | -25% | . | . | -1% | ?
Cn1c(CC2Sc3ccccc3NC2=O)nnc1SCC(=O)c1ccc(Cl)cc1 (stereo not drawn) | 23 | 0% | -14% | 7 | -3% | -8%
Nc1c(C(=O)Nc2ccc3c(c2)OCCO3)nnn1Cc1cccc(Br)c1 | . | ? | . | . | ? | ?
O=C(CCS(=O)(=O)c1ccc2c(c1)NC(=O)CS2)NCCc1ccccc1 | 4 | 30% | 5% | -3 | 4% | 6%
Cc1c(C(=O)N2CCC(C)CC2)oc2ccc(S(=O)(=O)N3CCC4(CC3)OCCO4)cc12 | -9 | ? | 7% | -7 | -6% | .
CC(Sc1nc(-c2ccccc2)cc(C(F)(F)F)n1)C(=O)Nc1ccc2c(c1)OCO2 (stereo not drawn) | -14 | 6% | 7% | -2 | ? | 27%
CCOC(=O)c1sc(Nc2nc3c(OC)cccc3s2)cc1C | 108* | -57% | -19% | 53* | 10µM* | -64%
O=C(NCC1CCN(Cc2ccc(Cl)cc2)CC1)C1CCCN(c2ncnc3c2nc2n3CCCCC2)C1 (stereo not drawn) | 13 | 12µM* | . | -1 | ? | 3%
COc1cccc(NC(=S)NNC(=O)Cn2nc(C(F)F)cc2C(F)F)c1 | 2 | 13% | ? | 8 | 2% | 23%
Cc1csc(NC(=O)CCNC(=O)c2ccc([N+](=O)[O-])cc2)n1 | -9 | 9% | 6% | -7 | 32%[activator] | ?
CSc1ccccc1C(=O)C1CCCN(Cc2cccc(C)n2)C1 (stereo not drawn) | -8 | ? | -7% | -2 | -9% | -5%
COc1cc(C)c(S(=O)(=O)n2nnc3ccccc32)cc1C | 10 | 7% | ? | 0 | 14% | .
COc1ccc(S(=O)(=O)N2CCN(c3ccc(F)cc3)CC2)cc1OC | -11 | 15% | 23% | -1 | 9% | 335%[activator]
N=c1n(CCN2CCOCC2)c2ccccc2n1CC(O)COc1ccccc1 (stereo not drawn) | -21 | -14% | 2% | -5 | 0% | 19%
CCOc1ccccc1N(CC(=O)Nc1cc(OC)ccc1OC)S(C)(=O)=O | 31 | -6% | 11% | 1 | -2% | .
CC(=O)c1ccc(N2CCN(C(=O)C3CCCN(S(=O)(=O)c4c(C)[nH]c(=O)[nH]c4=O)C3)CC2)cc1 (stereo not drawn) | 18 | -17% | 5% | -3 | 0% | -13%
CCOC(=O)c1cnc2c(cnn2C)c1Cl | -6 | . | 1% | 5 | -15% | ?
Cc1ccc(C(=O)N2CCCC(c3nc4c(nnn4Cc4ccccc4)c(=O)[nH]3)C2)cc1 (stereo not drawn) | -6 | 10µM* | -1% | 2 | 17%&-9% | .
COC(=O)c1ccc(CN2[C@H](C(=O)OC)C[C@@]3(O)[C@@H](O)[C@@H](O)[C@@H](O)C[C@@H]23)cc1 | -3 | 45%[activator] | -4%&5% | -3 | 7% | 61%[activator]
CCCCN1C(=S)NC[C@@H]1C(C)CC (stereo partly drawn) | -14 | -12% | -3% | -3 | -13% | ?
More results
SMILES | Shiga inhibitor | Pf growth 48h | Giardia FBPA inh | CHX counter | HCV inh | Pf growth 96h
C=CCc1cccc2cc(C(=O)OCC)c(=O)oc12 | 2 | 1% | 6% | -2 | 5% | ?
O=C(Nc1nnc(COc2ccc(F)cc2)s1)c1ccco1 | 12 | 2% | 7% | 5 | 10% | 2%
COc1ccccc1CN1CC(C(=O)N(C)Cc2ccncc2C)CCC1=O (stereo not drawn) | -3 | 21% | . | -2 | -13% | 0%
CCOc1ccc(C(=O)N2CCCC(c3nc(-c4ccc(C)o4)no3)C2)cc1 (stereo not drawn) | 67 | -31% | . | 4 | ? | ?
COC(=O)[C@@]1(Cc2ccc(F)cc2)[C@H]2c3cc(C(=O)N4CCCC4)n(CCCNc4ncc(C(F)(F)F)cc4Cl)c3C[C@H]2CN1C(=O)c1ccccc1 | 8 | 2.1µM* | 0%&-6% | -3 | -10% | ?
CCOC(=O)Cn1c(=O)oc2cc(S(=O)(=O)Nc3ccc(N(CC)CC)cc3C)ccc21 | -2 | . | -17% | -4 | -7% | ?
CC(CNc1nc2ccc(Cl)cc2n2cnnc12)c1ccccc1 (stereo not drawn) | 5 | ? | 3% | -2 | 4% | ?
Cc1ccc(NC(=O)Nc2ccno2)cc1 | 31 | -23% | -12% | 16 | 9% | -3%
Cc1c(NC(=O)CN2CCC(C(N)=O)CC2)cccc1[N+](=O)[O-] | 20 | 3% | 1% | -3 | 15% | -20%
Cc1n[nH]c(=O)c2c(NC(=O)CSc3ccc(Br)cc3)oc(C)c12 | . | 5% | . | . | 29% | 47%[activator]
COc1ccc(C2=NN(C(=O)CSC3=NN4CCCC(=O)N=C4S3)C(c3cccc(OC)c3OC)C2)cc1 (stereo not drawn) | 3 | ? | 4% | -3 | ? | ?
COc1ccc(-c2cc3ccccc3oc2=O)cc1NC(=S)NC(=O)c1ccc2c(c1)OCCO2 | 115* | 90%[activator] | 1% | 63* | 12% | 0%
C#CCN(C(=O)c1cc(COc2cccc(C(F)(F)F)c2)on1)C1CCCCC1 | 2 | 6% | . | -1 | -22% | ?
CC1(C)CC(=O)C2=C(C1)NC(=O)CC2c1cc(F)ccc1F (stereo not drawn) | -5 | 17% | 2% | -1 | -6% | .
O=C1CCCN1CCCN1CC(C(=O)N(CCO)Cc2ccccc2)CCC1=O (stereo not drawn) | -4 | 4% | . | 0 | 3% | ?
O=c1oc2ccccc2cc1-c1nc(-c2ccccc2)no1 | 107* | 35%[activator] | 6% | 36* | 6% | 71%[activator]
COc1ccc(N2CCN(C(=O)c3ccccc3NS(=O)(=O)c3ccccc3)CC2)cc1 | -4 | 9% | . | 7 | 19% | 11%
CC(C)(C)NC(=O)c1cccc(NC(=O)CSc2ccccc2)c1 | -19 | 0% | 4% | 7 | -5% | ?
CN1CCN(c2sc(S(C)(=O)=O)nc2S(=O)(=O)c2ccc(Cl)cc2)CC1 | 21 | ? | . | 0 | 6% | 12µM*
CCOc1ccc(NC(=O)CSc2nncc(=O)[nH]2)cc1 | -6 | ? | -16% | -1 | -4% | -1%
CC(=O)N/C(=C\c1ccccc1)C(=O)OCC(=O)NC1CCS(=O)(=O)C1 (stereo not drawn) | . | 13% | . | . | 12% | -9%
CC(C)(C)NC(=O)/C(=C\c1ccco1)NC(=O)c1cccs1 | -8 | 3% | 11% | -1 | 26% | ?
COc1ccccc1NC(=O)CSc1n[nH]c(-c2ccccn2)n1 | -3 | -8% | -14% | -3 | ? | ?
N/C(=N\OC(=O)c1ccco1)c1cccc([N+](=O)[O-])c1 | 121* | -13% | -8% | 48* | 8% | 2%
O=C(Nc1ccn(-c2ccccc2)n1)c1ccccc1Br | 50* | 111%[activator] | -15% | 38* | 3% | 186%[activator]

2 of these compounds, set out differently:
Value order: Shiga inhibitor | Pf growth 48h | Giardia FBPA inh | CHX counter | HCV inh | Pf growth 96h
> C#CCN(C(=O)c1cc(COc2cccc(C(F)(F)F)c2)on1)C1CCCCC1
→ 2 | 6% | . | -1 | -22% | ?
> CC1(C)CC(=O)C2=C(C1)NC(=O)CC2c1cc(F)ccc1F (stereo not drawn)
→ -5 | 17% | 2% | -1 | -6% | .

The list continues.
SMILES | Shiga inhibitor | Pf growth 48h | Giardia FBPA inh | CHX counter | HCV inh | Pf growth 96h
Cc1ccc(NC(=O)CSc2ncn[nH]2)cc1 | 36 | -1% | -4% | 14* | 12% | 22%
Cc1ccc2c(c1)N(CC(=O)OC(CC(C)C)C(=O)NC1CCCC1)C(=O)CO2 (stereo not drawn) | -6 | ? | -5% | 0 | . | ?
COc1ccc(CCNC(=O)C2CCN(S(=O)(=O)c3ccc4nc5c(c(C(=O)O)c4c3)CCCC5)CC2)cc1OC | 4 | 21% | -9% | 13 | 26% | 9.3µM*
COc1cc2ccccc2cc1C(=O)OCC(=O)NC1CCS(=O)(=O)C1 (stereo not drawn) | -7 | -12% | -1% | -2 | 12% | 27%
Cc1ccc(N2CC(C(=O)N3CCC(C(=O)Nc4nnc(C(C)(C)C)s4)CC3)CC2=O)cc1 (stereo not drawn) | -7 | ? | -3% | -6 | -10% | 45%[activator]
c1ccc(-c2nc3nonc3c3nc4ccccc4n23)cc1 | -20 | -5% | 7% | -2 | -15% | 13µM*
C=CCn1c(=O)c(C(=O)NCc2ccc3c(c2)OCO3)c(O)c2ccccc21 | -10 | ? | 2% | -4 | ? | -16%
CC(=O)c1cccc(OCc2cc(C(=O)N(C)C(C)c3ccccn3)no2)c1 (stereo not drawn) | 17 | 4% | 3% | 8 | -7% | 44%[activator]
CCC1(C)Cc2c(sc(NC(=S)NC(=O)c3ccccc3)c2C#N)CO1 (stereo not drawn) | -1 | 25% | -3% | 11 | 7% | 57%[activator]
CCCc1ccc2oc(C(=O)NCCN3CCCC(O)C3)c(C)c2c1 (stereo not drawn) | 77* | ? | -5% | 34* | ? | 0%
Cc1cccc(C(=O)N2CCc3c([nH]c4ccccc34)C2CC(C)C)n1 (stereo not drawn) | 53* | ? | -5% | 27* | 8% | -14%
COc1cc(/C=N/NC(=O)c2ccc(CSc3nncn3C)cc2)cc(OC)c1O | -9 | ? | -6% | -1 | -5% | 11%[5.75 µM]
CN(C)c1ccc(/C=N/NC(=O)c2ccc(CN3C(=O)c4cccc5cccc3c45)cc2)cc1 | 23 | -6% | -14% | 8 | -18% | -5%
Fc1ccccc1NC(=S)N1CCC(c2ccccc2)C1 (stereo not drawn) | 164* | 50%[activator] | 2% | 62* | -28% | 8%
COc1cc(C(=O)N/N=C(\C)Cc2ccccc2)cc(OC)c1OC | -6 | 12% | 4% | -5 | ? | -6%
Cc1cccc(C(=O)NNC(=O)c2cc3cc4ccccc4nc3s2)c1 | -8 | 32%[activator] | 8% | -2 | ? | 4%

Results in HCV inh, for 7 of the compounds above:
mol	HCV inh
Cc1c(NC(=O)CN2CCC(C(N)=O)CC2)cccc1[N+](=O)[O-]	15%
Cc1n[nH]c(=O)c2c(NC(=O)CSc3ccc(Br)cc3)oc(C)c12	29%
COc1ccc(C2=NN(C(=O)CSC3=NN4CCCC(=O)N=C4S3)C(c3cccc(OC)c3OC)C2)cc1 (stereo not drawn)	?
COc1ccc(-c2cc3ccccc3oc2=O)cc1NC(=S)NC(=O)c1ccc2c(c1)OCCO2	12%
C#CCN(C(=O)c1cc(COc2cccc(C(F)(F)F)c2)on1)C1CCCCC1	-22%
CC1(C)CC(=O)C2=C(C1)NC(=O)CC2c1cc(F)ccc1F (stereo not drawn)	-6%
O=C1CCCN1CCCN1CC(C(=O)N(CCO)Cc2ccccc2)CCC1=O (stereo not drawn)	3%

Source: PubChem
